# UPR CHOP act: activators of apoptotic arm of unfolded protein response (CHOP). actives 0.34% (n = 330,000). activation, % at 10 µM. CHO-CHOP luciferase reporter, UPR activation, luminescence; percent of tunicamycin response over DMSO baseline;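 active = at 10 µM dose, activation of 40% or more, normalized to positive control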;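 note: 100% = tunicamycin at 10 µg/mL and 0% = DMSO alone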
#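 Assay system: CHO cells with stable CHOP pathway luciferase reporter; Buffer or medium: F12 plus 10% serum; Times: 16-18 h cell attachment, then 6 h compound exposure, 37 °C; Signal: luciferase luminescence; Read-out basis: percent activation relative to tunicamycin control; Control set: tunicamycin high control, DMSO low control.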
# TIM10 inh: inhibits growth of TIM10 yeast strain; S. cerevisiae TIM10 strain growth, BacTiter-Glo luminescence, 24 h; inhibition, % at 10 µM; actives 1.4% (n = 330,000); AID 463195;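 active = inhibition of 40% or more at the single tested concentration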;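 note: wild-type TIM10 isogenic control strain grown at permissive 25 °C; 0% = DMSO yeast wells and 100% = minimal medium wells without yeast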
# APJ antagonist: APJ receptor antagonism; actives 0.32% (n = 330,000); AID 2521; inhibition, % at 20 µM; CHO-K1 APJ beta-arrestin complementation, luminescence; P35414;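 active = inhibition above about 40% at 20 µM, limit read from the data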;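 note: cells challenged with 10 nM apelin-13 agonist together with compound; plate controls were apelin-13 plus DMSO wells for no effect and DMSO wells lacking apelin-13 for full effect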
# Target sequence (P35414 whole entry, looked up): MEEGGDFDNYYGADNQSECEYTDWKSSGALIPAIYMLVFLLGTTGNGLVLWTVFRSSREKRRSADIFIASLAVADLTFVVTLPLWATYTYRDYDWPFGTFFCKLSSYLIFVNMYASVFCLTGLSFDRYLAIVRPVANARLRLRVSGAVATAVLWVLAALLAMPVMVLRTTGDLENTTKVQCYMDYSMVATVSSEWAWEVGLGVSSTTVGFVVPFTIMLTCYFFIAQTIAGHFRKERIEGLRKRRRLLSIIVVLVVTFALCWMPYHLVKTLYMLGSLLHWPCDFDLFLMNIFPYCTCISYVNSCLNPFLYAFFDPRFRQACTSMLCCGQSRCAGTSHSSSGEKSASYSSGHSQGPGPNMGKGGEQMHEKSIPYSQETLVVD
# UPR XBP1 act: activators of adaptive arm of unfolded protein response (XBP1); activation, % at 20 µM; CHO-XBP1 luciferase reporter, IRE1-XBP1 UPR activation, luminescence; percent of tunicamycin response, DMSO as zero; actives 0.33% (n = 330,000);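 active = versus positive control, 20 µM dose yields 30% or more activation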;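 note: 100% = tunicamycin at 10 µg/mL and 0% = DMSO only wells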
#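 Material: CHO cell line with stable XBP1 luciferase reporter; schedule: 16-18 h cell attachment at 37 °C, then 6 h compound exposure; signal: glow luminescence from Steady-Glo reagent; medium: serum-containing F12 medium, 10% FBS; benchmarks: tunicamycin 10 µg/mL and vehicle-only wells; read-out: percent activation relative to tunicamycin reference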
# CXCR6 block: CXCR6 (human) receptor inhibition; actives 0.36% (n = 360,000); inhibition, % at 20 µM; AID 602244; CHO-K1 PathHunter CXCR6 beta-arrestin, luminescence; O00574; in the data active = inhibition above about 34%, passing the limit was not always enough;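 note: antagonist mode with CXCL16 agonist at 10 nM final; 0% = 10 nM CXCL16 with DMSO and 100% = unstimulated wells without agonist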
# Target sequence (O00574 whole entry, looked up): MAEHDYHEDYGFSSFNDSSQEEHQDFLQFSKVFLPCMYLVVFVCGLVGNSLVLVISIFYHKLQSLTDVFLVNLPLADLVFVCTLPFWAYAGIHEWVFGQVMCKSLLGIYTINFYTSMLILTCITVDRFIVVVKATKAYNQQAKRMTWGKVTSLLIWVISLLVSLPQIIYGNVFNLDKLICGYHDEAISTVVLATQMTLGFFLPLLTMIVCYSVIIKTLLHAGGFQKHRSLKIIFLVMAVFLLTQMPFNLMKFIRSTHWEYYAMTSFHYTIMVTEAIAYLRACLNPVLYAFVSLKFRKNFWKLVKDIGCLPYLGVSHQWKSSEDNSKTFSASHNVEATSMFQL
# tim10-1 inh: tim10-1 yeast growth inhibition; S. cerevisiae tim10-1 ts strain growth, BacTiter-Glo, 24 h; inhibition, % at 20 µM; actives 2.2% (n = 330,000); AID 463190;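 active = inhibition of at least 40%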;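 note: mutant grown at 25 °C; 0% = DMSO wells with yeast and 100% = wells holding no yeast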
# tim23-1 inh: inhibits growth of tim23-1 mutant yeast; S. cerevisiae tim23-1 growth, BacTiter-Glo luminescence, 24 h; inhibition, % at 20 µM; actives 1.3% (n = 330,000); AID 463212;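 active = growth inhibition of the mutant yeast at or above 50%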;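 note: temperature-sensitive mutant grown at 25 °C; plate controls were DMSO-treated mutant yeast for no effect and medium wells lacking yeast for full effect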
# Mdm2-MdmX inh: disrupts the human Mdm2-MdmX interaction; O15151+Q00987; SaOS-2 split-luciferase Mdm2/MdmX complementation, luminescence; inhibition, % at 8 µM; actives 3% (n = 330,000); AID 485346;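 active = inhibition of at least 50% at 8 µM in the primary screen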
# APJ ag: activates the human apelin receptor APJ. activation, % at 20 µM. actives 0.11% (n = 330,000). CHO-K1 APJ PathHunter beta-arrestin, luminescence; 0% DMSO wells, 100% apelin;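 active = activation more than six SD over the plate average, tested at 20 µM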;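 note: 0% = DMSO alone and 100% = apelin-13 at 10 nM; some results filed as inactive read as strong as hits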
#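 Assay system: CHO-K1 APJ beta-arrestin complementation cell line / Compound: single test compound dose, 20 µM final, 1% DMSO / Times: overnight seeding, 90 min compound at 25 °C, 1 h detection / Technique: beta-gal luminescence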
# The depositor's hits bear a star; nt = not tested or not shown. Only part of the results is shown (hit frequency here may not be typical).
SMILES,UPR CHOP act,TIM10 inh,APJ antagonist,UPR XBP1 act,CXCR6 block,tim10-1 inh,tim23-1 inh,Mdm2-MdmX inh,APJ ag
O=C1NCCN/C1=C\C(=O)c1ccc(F)cc1,1.8,6,-19,3,-2,-1,17,-15,0
Cc1cc2cc(CCNC(=O)CC(C)(C)C)c(=O)[nH]c2cc1C,-1.6,7,-19,0,-2,5,6,13,-3
CC(=O)c1cccc(NC(=O)CCc2nnc3ccc(NCc4ccc5c(c4)OCO5)nn23)c1,2.9,-16,11,3,-4,11,8,32,0
Cc1nnc(SCC(=O)Nc2nccs2)n1C(C)C,-0.3,-9,13,4,-1,-8,-9,-4,0
Cc1nn(-c2ccccc2)c2sc(C(=O)O)cc12,1.2,-2,-19,2,-5,-1,-4,6,1
COc1cccc(/C=C/C(=O)OCC(=O)NC2CC2)c1OC,-0.2,2,2,2,-1,7,11,36,-6
COc1ccc(-n2cc(-c3ccc(OC(F)F)cc3)[n+]3c2CCCCC3)cc1,-1.2,9,16,1,-7,7,-13,-32,-1
O=c1cc(-c2ccccc2)oc2ccc(O)cc12,3.5,-8,-11,4,0,-16,25,-113,-5
NCCC(=O)NC[C@H]1O[C@@H](n2cnc3c(N)ncnc32)[C@H](O)[C@@H]1O,3.0,-13,nt,1,-4,-4,22,33,nt
COc1ccc(S(=O)(=O)N2CCOCC2)c2ccccc12,-0.5,3,-13,-2,-6,3,26,3,-3
C[C@@H](CN=[N+]=[N-])CN1CC[C@H](NC(=O)OCc2ccccc2)CCC1=O,-1.5,0,24,-2,2,-1,-3,-21,7
Cc1ccc(Cl)cc1NC(=O)Cn1c(C)csc1=O,-1.1,-1,5,0,-2,4,9,-10,-2
COc1ccc(C2/C(=C(/O)c3ccccc3)C(=O)C(=O)N2CO)cc1 (stereo not drawn),1.8,7,-11,-1,0,13,17,-12,1
COc1cc(Cl)c(C)cc1NC(=O)CSc1nnc(-c2ccco2)n1CC(C)C,-0.9,37,-7,0,15,43*,41,21,-2
CCOc1cc(CN2CCCC(CO)(Cc3ccc(F)cc3F)C2)ccc1OC (stereo not drawn),-1.3,-5,20,-2,3,-2,2,17,-1
CC(C)(C)[C@@H]1C=C(C(=O)NC2CC2)O[C@H](OCc2ccc(CO)cc2)C1,-0.1,-5,11,0,0,-15,2,0,0
Cc1cccc(C(=O)Nc2onc(C)c2C#N)c1,-0.6,2,4,1,-1,9,-9,13,-4
COc1cccc(N2CCN(Cc3nc4scc(-c5ccccc5)c4c(=O)[nH]3)CC2)c1,-1.4,8,-22,-3,-15,3,45,39,-2
O=C(O)c1cccnc1C(=O)O,-0.4,-1,3,2,-2,1,10,-13,-1
COc1ccc(C2N(C(C)=O)CCCN2S(=O)(=O)c2ccc(C)cc2)cc1 (stereo not drawn),0.4,-13,13,-2,1,18,19,-4,-5

# 3 entries already listed, ordered by their value in UPR XBP1 act, descending.
SMILES | UPR XBP1 act
Cc1ccc(Cl)cc1NC(=O)Cn1c(C)csc1=O | 0
COc1ccc(C2/C(=C(/O)c3ccccc3)C(=O)C(=O)N2CO)cc1 (stereo not drawn) | -1
COc1ccc(S(=O)(=O)N2CCOCC2)c2ccccc12 | -2

# Returning to the listing with the 2 entries that preceded the break.
SMILES,UPR CHOP act,TIM10 inh,APJ antagonist,UPR XBP1 act,CXCR6 block,tim10-1 inh,tim23-1 inh,Mdm2-MdmX inh,APJ ag
O=C(O)c1cccnc1C(=O)O,-0.4,-1,3,2,-2,1,10,-13,-1
COc1ccc(C2N(C(C)=O)CCCN2S(=O)(=O)c2ccc(C)cc2)cc1 (stereo not drawn),0.4,-13,13,-2,1,18,19,-4,-5
CCOC(=O)c1c(C)[nH]c(C(=O)Nc2ccc3c(c2)OCO3)c1C,5.9,39,-15,1,nt,43*,45,-183,-2
CN(C)c1nc2c(c(=O)n(C)c(=O)n2C)n1Cc1ccccc1,-1.1,-3,-7,-1,2,12,9,15,-2
Cc1noc(NC(=O)c2cccc(Cl)c2Cl)c1C#N,-0.4,4,-8,1,-6,-3,-5,7,-4
NC(=O)C1CCN(C(=O)CN(c2cccc(Cl)c2)S(=O)(=O)c2ccccc2)CC1,3.2,-3,7,-2,-3,0,-9,0,-7
Cc1ccc(Nc2c([N+](=O)[O-])c(=O)oc3ccccc23)cc1,-0.3,-1,8,0,19,14,20,19,-1
Cn1c(C(=O)O)c(CC(=O)Nc2ccc(F)cc2F)c2ccccc21,-0.8,-1,21,0,-4,-2,26,28,3
NS(=O)(=O)c1cccc(NC(=O)COC(=O)CC2Sc3ccccc3NC2=O)c1 (stereo not drawn),0.6,1,0,-1,1,-2,1,22,-1
COc1ccc(N2CCN(CCNC(=O)CCCn3c(=O)[nH]c4cc(Cl)ccc4c3=O)CC2)cc1,3.4,-6,-1,-3,1,-15,-15,19,-2
CC(C)Oc1cc(N)c(Cl)cc1Cl,0.7,-23,2,-2,0,-19,2,-1,-2
Cc1cc2c3c(c1)C(C)(c1ccccc1)CC(C)(C)N3C(=O)C21C(C#N)=C(N)OC2=C1C(=O)CC(C)(C)C2 (stereo not drawn),-0.9,25,11,2,9,26,34,48,-1
CCOC(=O)c1c(C)[nH]c(C)c1S(=O)(=O)N(C)CC(=O)NCc1ccc(F)cc1,1.4,6,6,-2,1,30,11,21,-6
CCOC(=O)c1sc(=S)n(Cc2ccccc2)c1C,-0.7,-2,1,1,15,5,21,28,-2
C=CCOC(=O)C1=C(C)NC(SCC(N)=O)=C(C#N)C1c1ccc(C)cc1 (stereo not drawn),0.8,8,11,-2,6,8,17,20,-3
COc1ccc(S(=O)(=O)NCC(=O)N(CC(=O)NCC2CCCO2)c2ccccc2C)cc1 (stereo not drawn),-3.5,-8,-6,-3,9,10,11,-1,0
CCN(CC)C(=O)CSc1nnc(-c2ccco2)n1N,0.1,6,17,-3,-4,7,1,9,-3
CC1=NN(c2nc(-c3ccccc3)cs2)C(=O)C1,-1.1,25,5,-3,8,26,-39,-10,3
CC(=O)c1cccc(NC(=O)C2CC(=O)N(c3cccc(C)c3C)C2)c1 (stereo not drawn),-1.5,1,3,-2,0,9,6,21,-3
Nc1nc(N)nc(-c2cccc(Cl)c2Cl)n1,0.4,12,-7,-1,-12,15,13,-2,-6
Cc1ccc(/C=C2\SC(=S)N(CCC(=O)NNS(=O)(=O)c3ccccc3)C2=O)cc1,5.2,-11,12,3,10,13,5,-12,-3
O=C(NNc1c(Cl)cc(Cl)cc1Cl)c1n[nH]c(=O)c2ccccc12,1.1,9,9,-2,-7,10,-12,33,-6
COc1ccc(NC(=O)CC(C)(C)C)c([N+](=O)[O-])c1,0.2,-18,7,-1,0,6,-2,-11,-1
O=[N+]([O-])c1ccc(N2CCN(c3ccccc3F)CC2)c(S(=O)(=O)N2CCOCC2)c1,3.0,31,-12,-3,2,26,29,4,0
CC1CCN(C(=O)CCCOc2cc(=O)n(C)c3ccccc23)CC1,-3.6,5,-14,0,0,14,13,27,0
CCCCNC(=O)CN1C(=O)COc2ccc(S(=O)(=O)N3CCCCCC3)cc21,0.3,-4,12,-4,-5,6,3,0,-1
CN1CCN(c2ccc(NC(=O)c3cccc(OCc4ccccc4)c3)cc2)CC1,5.5,-22,9,3,1,-20,-81,43,0
c1ccc(-c2nc3c4ccccc4ccn3c2CN2CCCCC2)cc1,3.0,-1,10,0,18,19,23,-27,-3
CCN(CC)C(=O)Cn1cc(S(=O)(=O)CC(=O)Nc2ccccc2F)c2ccccc21,-1.0,-5,-10,-7,-18,0,5,7,13
Cc1onc(-c2c(F)cccc2Cl)c1C(=O)N(C)C1CCCCC1,-1.2,6,1,-3,4,19,24,14,1
Cc1ccc(N=Nc2ccc(O)cc2)c(Br)c1,4.9,52*,17,2,18,-32,66*,-282,-4
CCCCn1c(N(CCOC(C)=O)C(C)=O)nc2ccccc21,1.6,-5,7,-2,-3,2,0,-13,-1
COc1ccc(/C=C/C(=O)NCc2cnn(C)c2C)cc1COc1ccc(Br)cc1,2.3,16,-1,1,16,24,16,8,-3
CCOc1ccccc1CN1CCN(CC2=Cc3cc(OC)ccc3OC2)CC1CCO (stereo not drawn),-0.7,-11,-8,-2,6,-10,19,14,-5
O=C(Nc1nc2ccccc2[nH]1)c1cccc(Cl)c1,4.9,1,10,-2,12,4,10,-171,1
Cc1cc(C)cc(NC(=O)COC(=O)Cc2ccccc2F)c1,-0.6,19,0,-1,4,10,29,9,-3
COC(=O)C1=C(C)C(c2ccc(OC)cc2OC)NC(=O)N1 (stereo not drawn),0.2,-3,-5,-1,3,9,6,22,-4
Cc1cc(NC(=O)CSCC(=O)NCc2cccc(C(F)(F)F)c2)no1,0.7,-5,7,-3,-2,-10,-7,-3,-4
CCC(C)NC(=O)CSc1ccc(NC(C)=O)cc1 (stereo not drawn),-1.0,10,11,-1,-9,0,12,1,0
COc1ccc(OCCSc2nnc(Cc3cccc4ccccc34)n2N)cc1,2.6,15,-5,-1,0,13,33,26,-3
COc1ccccc1NC(=O)COc1ccc(Br)cc1CNCCCN1CCOCC1,-0.1,-16,-26,3,-15,12,-6,27,1
O=C(CSc1nnc(COc2cccc3cccnc23)o1)N1CCc2ccccc21,0.1,16,25,-2,-1,12,10,2,0
C[C@H](CO)N1C[C@H](C)[C@@H](CN(C)C(=O)Nc2ccc(C(F)(F)F)cc2)Oc2c(NC(=O)NC3CCCCC3)cccc2C1=O,2.5,-5,-2,-3,0,-1,10,29,-2
CCCNC(=O)c1ccc(COc2ccc(Cl)cc2)o1,2.2,-19,7,-7,1,-26,1,22,-4
Cc1ccc(S(=O)(=O)Oc2ccc(C3C4=C(CCCC4=O)OC4=C3C(=O)CCC4)cc2)cc1,0.2,39,0,-1,16,10,9,4,6
O=C(CNC(=O)c1ccccc1)NCC(=O)OCC(=O)c1ccc(F)cc1,3.8,8,10,-1,3,1,5,8,3
CC(C)C(NS(=O)(=O)c1ccccc1)C(=O)NC1CCCC1 (stereo not drawn),-1.5,-14,10,-2,0,-16,-7,25,4
O=C1C(=O)N(CCN2CCOCC2)C(c2cccnc2)/C1=C(/O)c1ccc(Cl)cc1 (stereo not drawn),0.4,-12,-24,-1,0,-7,-2,7,-4
CC(C)(C)n1nnnc1C(c1ccncc1)N(Cc1ccccc1)Cc1ccco1 (stereo not drawn),2.4,42*,5,-3,0,31,34,-6,-6
CC(=O)Nc1ccc(C(=O)N(C)c2ccccc2)cc1,-0.3,-15,-10,-2,-7,8,10,-2,-6
Cc1ccnc(NS(=O)(=O)c2ccc(NS(=O)(=O)c3cc(Cl)ccc3Cl)cc2)n1,1.9,8,-28,-3,-5,4,6,-25,1
CC[C@@H](C)[C@@H]1CN([C@@H](C)CN2CCC[C@H]2CN2C(N)=NC[C@@H]2Cc2ccccc2)C(=N)N1CCCC1CCCC1,-0.5,-22,15,-2,8,-36,-106,-14,-4
CCOC(=O)N1CCC(N2C(=O)c3ccc(C(=O)NCc4ccco4)cc3C2=O)CC1,0.8,6,-7,0,7,0,9,12,-5
